Compound activity from PubChem BioAssay.
TAG inh = inhibitors of triacylglycerol accumulation, primary screen, cell-based, uHTS, fluorescence, H9c2; H9c2 cells, Nile Red lipid (TAG) fluorescence; cells loaded with 200 µM oleic acid; inhibition, % at 12.5 µM; 230,000 compounds, 0.66% hits;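 active means pattern-corrected inhibition of lipid staining of at least 50% with the nuclear-stain viability signal not falling by more than 50%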;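 further: 0% = DMSO wells and 100% = triacsin C control wells; some results filed as inactive read as strong as hits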
TAG inh DAPI viability = second read-out of TAG inh, no call of its own (marks repeat the call); DAPI nuclei signal change (viability), lower = more cytotoxic, %;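 whole-well DAPI fluorescence read on a plate reader as a viability signal; minus 50 percent equals half of cells still viable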
* hit, by the source's call. These rows are one share of the data. The share of hits here may be higher or lower than overall.

Screening CCOc1cc(N2CCOCC2)c(OCC)cc1NC(=O)CSc1n[nH]c(N)n1 returned TAG inh -8 and TAG inh DAPI viability 15.
O=C(COC(=O)c1cc(Br)ccc1O)NC1CCCCCC1 was read as TAG inh 3 and TAG inh DAPI viability 5.
Screening COc1ccc(S(=O)(=O)N2CCN(CC(=O)NC3CC3)CC2)cc1 returned TAG inh 8 and TAG inh DAPI viability -8.
`O=C(Nc1ccc2c(c1)OCO2)c1cccc(F)c1` gave TAG inh 18 and TAG inh DAPI viability -2.
`CN/C(=C/[N+](=O)[O-])NCCSCc1csc(CN(C)C)n1` gave TAG inh 9 and TAG inh DAPI viability -3.
Screening Cc1nc(C)c(C(=O)OCC(=O)Nc2ccc(C)c(C)c2)s1 returned TAG inh -3 and TAG inh DAPI viability 10.
For CC(C)(C)NC(=O)Nc1ccc(Br)cc1 the results were TAG inh -11 and TAG inh DAPI viability 4.
Screening CCOC(=O)c1c(NC(=O)COC(=O)c2ccncc2)sc(C)c1C returned TAG inh -3 and TAG inh DAPI viability -1.
Cc1ccc(Nc2ccc([N+](=O)[O-])cn2)cc1Cl was read as TAG inh -20 and TAG inh DAPI viability 4.
`O=C(NC1CCCC1)C(c1cccnc1)N(C(=O)c1csnn1)C1CCCC1` (stereo not drawn) gave TAG inh -6 and TAG inh DAPI viability 9.
Screening COC(=O)[C@@H](Cc1c[nH]c2ccccc12)NC(=O)c1cc(=O)[nH]c2ccccc12 returned TAG inh 5 and TAG inh DAPI viability -7.
For CC1CC(C)CN(C(=O)c2cccc(S(=O)(=O)N3c4ccccc4CC3C)c2)C1 (stereo not drawn) the results were TAG inh -32 and TAG inh DAPI viability 0.
For COc1ccc(C(=O)NNC2=C(C(=O)C(F)(F)F)CCC2)cc1 the results were TAG inh 5 and TAG inh DAPI viability -7.
Screening O=C(CCC1CCCCC1)NCCN1C2=NC[C@@H](Cc3ccccc3)N2C[C@H]1Cc1ccc(O)cc1 returned TAG inh 63* and TAG inh DAPI viability -32*.
Screening N#Cc1c2n(c3c(=S)nc[nH]c13)CCCCC2 returned TAG inh 10 and TAG inh DAPI viability -8.
`CN1C(=O)N(CC(=O)Nc2ccc3c(c2)OCO3)C(=O)C12CCCCC2` gave TAG inh 38 and TAG inh DAPI viability -17.
`CC1CCCC(NC(=S)NC(=O)c2cncc(Br)c2)C1C` (stereo not drawn) gave TAG inh -1 and TAG inh DAPI viability 10.
`Cc1ccc([N+](=O)[O-])cc1S(=O)(=O)Nc1ccccn1` gave TAG inh 1 and TAG inh DAPI viability 1.
Screening O=C(CSc1nnc(-c2ccccc2)n1C1CCCCC1)Nc1ccc(S(=O)(=O)Nc2ccccn2)cc1 returned TAG inh -15 and TAG inh DAPI viability 13.
Screening CCC(=O)Nc1ccc(S(=O)(=O)NC[C@H]2O[C@@H](n3cc(C)c(=O)[nH]c3=O)C[C@@H]2O)cc1 returned TAG inh 11 and TAG inh DAPI viability -7.
C[C@H](CO)N1C[C@H](C)[C@@H](CN(C)C(=O)Nc2ccccc2)Oc2ccc(NC(=O)Cc3ccccc3)cc2C1=O was read as TAG inh 17 and TAG inh DAPI viability -2.
`O=C(Nc1ccccc1)N(Cc1ccccc1)C1=NCCS1` gave TAG inh 13 and TAG inh DAPI viability -13.
For CCCn1nc2cc(C(=O)NCC34CC5CC(CC(C5)C3)C4)ccc2c1OCC the results were TAG inh 36 and TAG inh DAPI viability 8.
Screening CCC(=O)N1C(C(=O)O)CSC1c1ccc(OC)cc1 (stereo not drawn) returned TAG inh -3 and TAG inh DAPI viability 5.
`COc1ccc2cc(C3(C)NC(=O)N(CC(=O)N4CCCCC4)C3=O)ccc2c1` (stereo not drawn) gave TAG inh -5 and TAG inh DAPI viability 5.
For CCOC(=O)N1CCN(C(=O)CCC2CCCC2)CC1 the results were TAG inh 8 and TAG inh DAPI viability 6.
`COc1ccc(OC)c(C(C)NC(=O)C(C)n2cc([N+](=O)[O-])cn2)c1` (stereo not drawn) gave TAG inh 26 and TAG inh DAPI viability -11.
Screening COc1cccc(OCCSc2nc3ccccc3c(=O)[nH]2)c1 returned TAG inh 9 and TAG inh DAPI viability -2.
Screening COc1ccccc1CNC(=O)CSc1nc(C)cs1 returned TAG inh 1 and TAG inh DAPI viability -10.
CCOC(=O)C1(CCCc2ccccc2)CCN(CC(O)CO)CC1 (stereo not drawn) was read as TAG inh 8 and TAG inh DAPI viability 16.
Screening CN1C(=S)N(c2cccnc2)C(=O)/C1=C\c1ccc(C(C)(C)C)cc1 returned TAG inh -12 and TAG inh DAPI viability -4.
`CCCn1c(SCC(=O)c2[nH]c(C)c(C(C)=O)c2C)n[nH]c1=O` gave TAG inh 3 and TAG inh DAPI viability 6.
`Cc1ccc(C)c(NC(=O)C(C)N2C(=O)c3ccccc3C2=O)c1` (stereo not drawn) gave TAG inh 2 and TAG inh DAPI viability 3.
COC(=O)c1ccc(COc2ccc3c4c(c(=O)oc3c2)CCC4)o1 was read as TAG inh -20 and TAG inh DAPI viability 16.
For S=C(Nc1ccc2nsnc2c1)N1CCCC1 the results were TAG inh -4 and TAG inh DAPI viability 3.
Screening O=C1NC2(CCCCC2)C(=O)N1c1ccccc1 returned TAG inh -4 and TAG inh DAPI viability 0.
For CN(C)S(=O)(=O)c1cccc(-c2cn3ccccc3n2)c1 the results were TAG inh 1 and TAG inh DAPI viability -3.
For Nc1nnnn1/N=C/c1ccc(O)cc1 the results were TAG inh -1 and TAG inh DAPI viability 3.
`CCCc1cc(=O)[nH]c(SCC(=O)N2CCc3ccccc32)n1` gave TAG inh 4 and TAG inh DAPI viability -9.
O=C(NCCCl)Nc1ccccc1NS(=O)(=O)c1cccs1 was read as TAG inh 0 and TAG inh DAPI viability 4.
O=C(CSc1nc2c(c(=O)n1-c1ccccc1)SCC2)N1CCOCC1 was read as TAG inh -5 and TAG inh DAPI viability 3.
For CCCCOC(=O)Cc1c(O)c2ccccc2[nH]c1=O the results were TAG inh -3 and TAG inh DAPI viability 14.
For CC1(C(=O)NCc2ccccc2Br)CCN1Cc1csc2ccccc12 (stereo not drawn) the results were TAG inh -5 and TAG inh DAPI viability 5.
NC(=O)c1ccccc1NC(=O)Nc1ccc(F)c(Cl)c1 was read as TAG inh 12 and TAG inh DAPI viability 5.
Screening Nc1c2c(nc3ccc(Br)cc13)N(Cc1ccccc1)CC2 returned TAG inh -33 and TAG inh DAPI viability -2.
Screening O=C(NNc1c(Cl)cccc1Cl)c1ccno1 returned TAG inh -2 and TAG inh DAPI viability 1.
Screening Cc1nnc(SCC(=O)NC2CCCCC2)n1N returned TAG inh 5 and TAG inh DAPI viability 3.
COc1ccc(S(=O)(=O)N2CCCCC2)cc1C(=O)N1CCCC1 was read as TAG inh 0 and TAG inh DAPI viability 3.
`Cc1cccc(NCc2nc(SCC(=O)Nc3ccccc3)n[nH]2)c1` gave TAG inh 14 and TAG inh DAPI viability -6.
COc1ccc(N2C(=O)CC(C3CCCO3)C2=O)cc1 (stereo not drawn) was read as TAG inh 6 and TAG inh DAPI viability -5.

Four neighbouring compounds already listed:
Screening O=C(NNc1c(Cl)cccc1Cl)c1ccno1 returned TAG inh -2 and TAG inh DAPI viability 1.
Screening Cc1nnc(SCC(=O)NC2CCCCC2)n1N returned TAG inh 5 and TAG inh DAPI viability 3.
COc1ccc(S(=O)(=O)N2CCCCC2)cc1C(=O)N1CCCC1 was read as TAG inh 0 and TAG inh DAPI viability 3.
`Cc1cccc(NCc2nc(SCC(=O)Nc3ccccc3)n[nH]2)c1` gave TAG inh 14 and TAG inh DAPI viability -6.

3 compounds from above, arranged by length of the SMILES, ascending.
Screening O=C1NC2(CCCCC2)C(=O)N1c1ccccc1 returned TAG inh -4 and TAG inh DAPI viability 0.
`O=C(Nc1ccc2c(c1)OCO2)c1cccc(F)c1` gave TAG inh 18 and TAG inh DAPI viability -2.
`O=C(Nc1ccccc1)N(Cc1ccccc1)C1=NCCS1` gave TAG inh 13 and TAG inh DAPI viability -13.

Continued.
`Cc1cccc(-n2ccnc2SCC(=O)Nc2cccc(S(=O)(=O)NC3=NCCC3)c2)c1C` gave TAG inh 6 and TAG inh DAPI viability 1.
Cc1ccc(C)c(S(=O)(=O)N2CCCCC2CCNC(=O)C(=O)NCCc2ccco2)c1 (stereo not drawn) was read as TAG inh 25 and TAG inh DAPI viability -6.
O=C(CSc1ccc2nnc(-c3cccnc3)n2n1)Nc1ccccc1C(F)(F)F was read as TAG inh 13 and TAG inh DAPI viability 9.
Screening COc1ccc(NC(=O)c2cc3nc(-c4ccccc4)cc(-c4ccccc4)n3n2)c(OC)c1 returned TAG inh 38 and TAG inh DAPI viability inactive.
Screening COC(=O)[C@]1(Cc2ccccc2)N[C@H](CN(C)C(=O)NC(C)C)[C@@H]2C(=O)N(Cc3ccccc3)C(=O)[C@@H]21 returned TAG inh 6 and TAG inh DAPI viability -20.
`O=C(CSc1nc2ccccc2c(=O)n1CCCN1CCOCC1)NC12CC3CC(CC(C3)C1)C2` gave TAG inh 5 and TAG inh DAPI viability 6.
CCCNC(=O)C1(C)CCN(CCS(=O)(=O)c2ccc(C)cc2)C1 (stereo not drawn) was read as TAG inh -17 and TAG inh DAPI viability 10.
Screening COc1ccc(CN(CC2CCC(C(=O)O)CC2)C(=S)Nc2ccc(C)c(Cl)c2)cc1 (stereo not drawn) returned TAG inh -7 and TAG inh DAPI viability 1.
CC(Sc1ccccc1)C(=O)NCC1COc2ccccc2O1 (stereo not drawn) was read as TAG inh -1 and TAG inh DAPI viability -5.
`CCOC(=O)c1[nH]c2ccc(OC)cc2c1NC(=S)N1CCN(C(=O)OCC)CC1` gave TAG inh -2 and TAG inh DAPI viability 1.
`CN(C)N=Nc1nc2c(c(=O)n(C)c(=O)n2C)n1CC1CO1` (stereo not drawn) gave TAG inh 4 and TAG inh DAPI viability -1.
For Cc1cnc(C(=O)Nc2ccc(C)c(S(=O)(=O)N3CCCCC3)c2)cn1 the results were TAG inh -6 and TAG inh DAPI viability 1.
Cn1c(=O)c2[nH]c(SCC(=O)c3ccc(F)cc3)nc2n(C)c1=O was read as TAG inh -10 and TAG inh DAPI viability 11.
Screening S=C(NCCc1ccccn1)Nc1cccc(Cl)c1 returned TAG inh -12 and TAG inh DAPI viability 6.
`Cc1ccc(NC(=O)c2ccc3c(c2)CCN3S(C)(=O)=O)c(C)c1` gave TAG inh 10 and TAG inh DAPI viability -5.
O=C(CCCOc1ccc(Cl)cc1Cl)Nc1ccc(O)cc1C(=O)O was read as TAG inh -5 and TAG inh DAPI viability 9.
For COC(=O)\C(C(C)=O)=C(/C=C/C=C/C=C/N(C)C)N(C)C the results were TAG inh -3 and TAG inh DAPI viability 3.
Screening CCN/N=C(\Cc1nc2ccccc2[nH]1)c1ccccc1 returned TAG inh -27 and TAG inh DAPI viability 12.
Screening O=C(NCCN1CCOCC1)C1CCCN(S(=O)(=O)c2ccc(F)cc2)C1 (stereo not drawn) returned TAG inh 4 and TAG inh DAPI viability 5.
`CN(C(=O)Nc1ccccc1)n1cnc2ccccc2c1=O` gave TAG inh 13 and TAG inh DAPI viability -3.
Cc1ccc(C)c(S(=O)(=O)N2CCN(C(=O)C(C)Sc3ccccc3)CC2)c1 (stereo not drawn) was read as TAG inh -18 and TAG inh DAPI viability 4.
COc1ccc(Nc2nc(N)nc(CN3CCc4ccccc4C3)n2)cc1 was read as TAG inh 8 and TAG inh DAPI viability -11.
For Cc1ccccc1C(=O)O/N=C1\CCS(=O)(=O)c2sccc21 the results were TAG inh -12 and TAG inh DAPI viability 3.
`O=C(CN1C(=O)COc2ccc(Cl)cc21)N1CCOCC1` gave TAG inh 8 and TAG inh DAPI viability -1.
CCOC(=O)C1CCCN(C(=O)c2cn(C)c(=O)c3cc(OC)c(OC)cc23)C1 (stereo not drawn) was read as TAG inh 9 and TAG inh DAPI viability -5.
For CCOC(=O)N1CCC(NC(=O)c2cnn3ccccc23)CC1 the results were TAG inh 4 and TAG inh DAPI viability 2.
For CCCOc1cccc(C(=O)N(Cc2cccs2)C2CCS(=O)(=O)C2)c1 (stereo not drawn) the results were TAG inh 1 and TAG inh DAPI viability -5.
`C=CCn1c(CNc2ccccc2)nnc1SCC(=O)N/N=C/c1ccc(O)cc1O` gave TAG inh -23 and TAG inh DAPI viability -13.
O=C(NCc1ccc2c(c1)OCO2)C1CC(=O)N(CCc2ccccc2)C1 (stereo not drawn) was read as TAG inh -6 and TAG inh DAPI viability -7.
Oc1ccccc1C=NN=C1c2ccccc2-c2ccccc21 was read as TAG inh 5 and TAG inh DAPI viability 0.
Screening COc1ccc(-n2c(Cc3cc(=O)[nH]c(=O)[nH]3)nnc2SCC(=O)N2CCC(C)CC2)cc1 returned TAG inh 2 and TAG inh DAPI viability -4.
COc1ccc(CNc2nc(-c3cccnc3)nn2C(=O)C(C)C)cc1 was read as TAG inh 3 and TAG inh DAPI viability 2.
`CCc1cnc(Nc2nc(C(N)Cc3ccc(Cl)cc3)cs2)nc1` (stereo not drawn) gave TAG inh 20 and TAG inh DAPI viability -9.
`CCCC(=O)Nc1ccc2c(c1)nc(CN1CCN(C(C)=O)CC1)n2C` gave TAG inh 0 and TAG inh DAPI viability -1.
O=C(N/N=C/c1cc([N+](=O)[O-])ccc1O)c1c[nH]c2ccccc12 was read as TAG inh 27 and TAG inh DAPI viability -6.
CN(C)S(=O)(=O)c1cccc(NC(=O)COc2ccc3ccccc3c2)c1 was read as TAG inh -14 and TAG inh DAPI viability -9.
